Screening results as filed in PubChem.
DAX1 inh-1 = DAX1 (NR0B1) inhibitors on StAR promoter, primary screen, cell-based, luminescence, SF-1 (NR5A1), full-length DAX-1; HEK293T StAR-luciferase reporter, SF-1/DAX-1 repression relief; inhibition, % at 6.8 µM; actives 1.1% (n = 370,000); AID 652010, 2013;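 active means inhibition above the mean over all tested compounds plus 3 SD, cut at about 3.6% in these data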;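 further: 0% = DAX-1 cells with DMSO and 100% = cells lacking DAX-1 with DMSO; higher inhibition means more luminescence from relief of DAX-1 repression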
GAA850 FXN act = FXN promoter activators, primary screen, cell-based, luciferase luminescence, HEK293 lucGAA850; HEK293 lucGAA850 FXN promoter luciferase reporter, 24 h; percent of 10 µM SAHA response; activation, % at 6 µM; actives 0.56% (n = 360,000); AID 540364, 2011;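 active means activation above the average of all compounds screened plus 3 SD, cutoff fixed separately per campaign, cut at about 7.5% in these data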;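 further: 0% = DMSO wells and 100% = 10 µM SAHA wells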
ADAM17 inh = ADAM17 inhibitors, primary screen, biochemical, QFRET; Disintegrin and metalloproteinase domain-containing protein 17 (Homo sapiens), P78536; recombinant ADAM17, EDANS/DABCYL FRET peptide cleavage; inhibition, % at 6.95 µM; actives 0.83% (n = 370,000);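 active means inhibition above the mean of compounds lying between control limits plus 3 SD, set per campaign, cut at about 8.5% in these data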;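 further: 0% = DMSO-only wells as the low control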
HGIII-sPLA2 inh = human group III sPLA2 inhibitors, primary screen, biochemical, QFRET, BODIPY PC-A2 liposome substrate | Group 3 secretory phospholipase A2 (Homo sapiens), Q9NZ20 | QFRET BODIPY PC-A2 liposome hydrolysis, fluorescence | inhibition, % at 12.2 µM | actives 0.56% (n = 370,000) | AID 743126, 2013;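 active means inhibition above mean plus 3 SD of compounds lying within the high and low control bounds, cut at about 19% in these data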;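 further: 0% = median of test compound wells and 100% = no enzyme DMSO wells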
ADAM10 inh = human ADAM10 inhibitors, primary screen, biochemical, QFRET, HTS. inhibition, % at 7 µM. recombinant ADAM10, EDANS/DABCYL FRET peptide cleavage, 3 h. actives 0.62% (n = 370,000). Disintegrin and metalloproteinase domain-containing protein 10 (Homo sapiens), O14672;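 active means inhibition above a per-campaign cutoff equal to the mean of compounds falling between control-based bounds plus 3 SD, cut at about 20% in these data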;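 further: 0% = DMSO wells while the 100% control is not disclosed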
ssDAF-12 act = S. stercoralis DAF-12 nuclear receptor activators, primary screen, cell-based, luminescence, HEK293, GRIP1 co-expression, lit1-tk-luc; activation, % at 6.8 µM; HEK293 ssDAF-12/GRIP1 lit1-tk-luc reporter; % of 3 µM dafachronic acid response; actives 1% (n = 370,000);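 active means activation above the mean over all tested compounds plus 3 SD, cut at about 0.9% in these data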;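 further: 0% = DMSO-only wells and 100% = 3 µM delta7-dafachronic acid wells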
hcDAF12 agonist = H. contortus DAF-12 nuclear receptor activators, primary screen, cell-based, luminescence, HEK293, lit1-tk-luc reporter | HEK293 hcDAF-12 lit1-tk-luc reporter; 0% DMSO, 100% Δ7-dafachronic acid | AID 652067, 2013 | activation, % at 6.8 µM | actives 1.4% (n = 370,000);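 active means activation above the mean of all tested compounds plus 3 SD, cut at about 5.5% in these data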;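 further: 100% = response to 3 µM Δ7-dafachronic acid high control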
PLC-gamma1 inh = PLC-gamma1 enzyme inhibitors, primary screen, biochemical, fluorescence, purified enzyme | fluorogenic substrate | actives 0.84% (n = 370,000) | inhibition, % at 12.2 µM; in the data active means inhibition above about 9.5%
hgDAF-12 ag = H. glycines DAF-12 receptor agonists, primary screen, cell-based, luminescence, HEK293, GAL4 fusion, UAS-luciferase | HEK293 GAL4-hgDAF12 UAS-luciferase reporter, agonist luminescence; normalized to butyrate control | activation, % at 6.8 µM | actives 1.8% (n = 370,000);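 active means activation above a cutoff set at the mean of all screened compounds plus 3 SD, cut at about 10% in these data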;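 further: 0% = DMSO wells and 100% = sodium butyrate wells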
DAX1 inh-2 = DAX1 (NR0B1) inhibitors, primary screen, cell-based, HEK293, Gal4-DAX1, luciferase luminescence. Nuclear receptor subfamily 0 group B member 1 (Homo sapiens), P51843. HEK293 Gal4-DAX1 luciferase reporter. inhibition, % at 6.75 µM. actives 0.99% (n = 340,000). AID 504766, 2011;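 active means inhibition above the mean over all tested compounds plus 3 SD, cut at about 4.2% in these data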;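 further: 0% = DAX1-transfected cells with DMSO and 100% = empty-vector control cells with DMSO; inhibition shows as a rise in luminescence from relieved DAX1 repression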
PLC-beta3 inh = human PLC-beta3 inhibitors, primary screen, biochemical, fluorescence; 1-phosphatidylinositol 4,5-bisphosphate phosphodiesterase beta-3 (Homo sapiens), Q01970; inhibition, % at 12.2 µM; AID 720704, 2013; Purified PLC-beta3, fluorogenic substrate; actives 0.18% (n = 370,000); in the data active means inhibition above about 11%;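 further: 0% = median of compound wells on plate and 100% = full blocker control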
Target sequence (Q01970 whole entry, looked up): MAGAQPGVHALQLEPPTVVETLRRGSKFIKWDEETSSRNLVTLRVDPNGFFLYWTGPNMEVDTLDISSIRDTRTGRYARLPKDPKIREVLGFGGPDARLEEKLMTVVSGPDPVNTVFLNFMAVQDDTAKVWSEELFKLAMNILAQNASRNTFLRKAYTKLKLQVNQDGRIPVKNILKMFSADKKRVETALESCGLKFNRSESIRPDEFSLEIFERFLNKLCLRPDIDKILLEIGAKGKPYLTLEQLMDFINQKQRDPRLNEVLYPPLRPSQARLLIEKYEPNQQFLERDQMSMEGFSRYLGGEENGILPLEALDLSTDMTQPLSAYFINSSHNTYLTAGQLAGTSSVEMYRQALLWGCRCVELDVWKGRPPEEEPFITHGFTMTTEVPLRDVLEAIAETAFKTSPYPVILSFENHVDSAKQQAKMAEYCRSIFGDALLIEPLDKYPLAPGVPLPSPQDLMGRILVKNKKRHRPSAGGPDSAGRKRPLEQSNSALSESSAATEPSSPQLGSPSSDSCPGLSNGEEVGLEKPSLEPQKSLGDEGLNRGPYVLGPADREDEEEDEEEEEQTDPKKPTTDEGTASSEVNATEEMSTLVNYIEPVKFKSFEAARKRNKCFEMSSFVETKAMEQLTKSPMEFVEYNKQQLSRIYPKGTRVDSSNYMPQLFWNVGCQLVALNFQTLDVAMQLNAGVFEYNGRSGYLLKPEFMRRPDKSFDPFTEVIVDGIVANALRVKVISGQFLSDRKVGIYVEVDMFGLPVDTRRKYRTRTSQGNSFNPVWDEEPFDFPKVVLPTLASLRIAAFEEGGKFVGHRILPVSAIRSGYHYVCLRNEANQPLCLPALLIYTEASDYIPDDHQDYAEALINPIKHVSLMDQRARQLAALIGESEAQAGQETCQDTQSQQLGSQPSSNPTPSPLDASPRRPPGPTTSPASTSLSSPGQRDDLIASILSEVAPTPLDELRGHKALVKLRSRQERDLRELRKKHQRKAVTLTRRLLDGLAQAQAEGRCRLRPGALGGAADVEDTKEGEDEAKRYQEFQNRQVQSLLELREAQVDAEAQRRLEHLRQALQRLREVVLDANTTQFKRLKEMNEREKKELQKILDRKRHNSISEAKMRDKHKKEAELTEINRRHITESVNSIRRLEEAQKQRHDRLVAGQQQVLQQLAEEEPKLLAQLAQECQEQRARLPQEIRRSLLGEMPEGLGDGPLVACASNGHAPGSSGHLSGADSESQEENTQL
* marks the source's active call; other numbers are inactive results; i = inactive; . = not tested or not shown; & = joins results of further samples. Rows are unselected; about 6.9% have a hit in one of these screens.

SMILES	DAX1 inh-1	GAA850 FXN act	ADAM17 inh	HGIII-sPLA2 inh	ADAM10 inh	ssDAF-12 act	hcDAF12 agonist	PLC-gamma1 inh	hgDAF-12 ag	DAX1 inh-2	PLC-beta3 inh
COC(=O)COc1ccc2c(=O)c(-c3ccccc3OC)coc2c1	0.3	0.0	0	2	-4	-1.6	0.5	2	-2.3	0.5	-1
CC1CCN(S(=O)(=O)c2ccc(C(=O)OC(C)C(=O)N(C)C3CCCCC3)cc2)CC1 (centres undefined)	0.8	1.5	-4	3	-4	-0.9	-1.1	0	2.2	0.4	-3
CC1CCCN(C(=O)C2CCN(c3nc(-c4ccccc4)nc4c3CCC4)CC2)C1 (centres undefined)	-2.5	-0.6	-5	-10	-2	-0.9	-2.2	2	-3.5	0.5	-6
CCCN1CCN(CCCNC(=O)CCN2C(=O)COc3ccccc32)CC1	-0.2	0.9	-2	-2	-3	-1.1	0.8	1	2.0	0.3	-5
Clc1ccc(-c2nc(NCCCN3CCOCC3)c3ccccc3n2)cc1	-0.9	1.3	-1	-23	1	-0.9	0.4	0	1.6	.	-8
Cc1ccccc1S(=O)(=O)Cc1ccc(C(=O)NCCN2CCN(Cc3ccccc3)CC2)o1	-0.2	0.0	-4	-2	4	-1.0	-2.1	-3	-2.5	-1.6	1
Cc1ccc(C(=O)NCc2ccccn2)cc1Cl	0.3	2.9	0	-3	-2	-1.4	-0.3	0	1.7	4.0	1
CCSc1nsc(NC(=O)Nc2cccc(OC)c2)n1	-1.2	2.3	11*	-16	10	-0.4	-1.4	6	1.7	-0.8	-1
COc1ccc(C2NCCO2)cc1OC (centres undefined)	-0.5	2.1	4	3	-8	-0.7	-0.5	-1	3.1	2.0	9
COc1ccc(C2CC(c3ccccc3)=NN2C(=O)c2ccc(Cl)c([N+](=O)[O-])c2)cc1 (centres undefined)	0.0	-0.3	-1	1	-2	-1.0	0.3	1	-2.9	1.3	-3
CCC(C)[C@H]1CNC(=S)N1CCc1cccc2ccccc12 (some centres undefined)	-0.6	0.7	13*	5	6	-1.5	-0.1	5	1.4	-1.0	4
CC(C)(C)c1ccc(C(=O)NCCC(=O)NNC(=O)COc2ccccc2F)cc1	0.3	1.9	-7	-6	-26	-1.5	-0.6	-16	-0.2	1.3	-20
Cn1cc(/C=C/c2cc[n+](C)cc2)c2cc(Cl)ccc21	-1.3	-4.9	-7	-22	-5	-2.0	-2.1	-403	-9.1	-1.9	-477
O=C(N/N=C/c1ccc2c(c1)OCO2)c1cc2ccccc2o1	0.0	0.4	-4	4	-3	-1.2	-1.1	-3	2.9	1.2	-9
COc1cc(OC)c2c(-c3cccc(-c4ccc(N(C)C)cc4)c3)cc(=O)oc2c1	-0.9	-4.2	-4	6	-3	-0.4	-2.1	-3	-8.4	-1.6	-5
O=[N+]([O-])c1ccc(N2CCOCC2)cn1	0.2	0.6	-2	3	-11	-0.6	-1.6	-2	-1.8	-0.2	1
N#Cc1cccc(NC(=O)c2cc(C3CCCCN3S(=O)(=O)c3cccc4cccnc34)on2)c1 (centres undefined)	-2.5	0.1	1	-15	12	-1.7	-4.0	-1	-1.6	.	1
Cc1ccc2[nH]c(C)c(CCNC(=O)c3cc4cc([N+](=O)[O-])ccc4oc3=O)c2c1	-0.1	0.7	1	-8	8	-1.1	0.7	6	-1.1	-1.8	2
Cn1nnnc1SCc1cc(=O)[nH]c2ccccc12	0.0	0.3	-6	0	-9	-0.9	-0.6	-2	-1.2	-0.2	0
COc1cc(CNc2ccc3c(c2)OCCO3)ccc1OCC(N)=O	0.0	-0.8	-1	6	-10	-1.7	-0.3	0	3.2	-0.8	-1

Entries above that have an NH in an aromatic ring, in the order listed:
SMILES	DAX1 inh-1	GAA850 FXN act	ADAM17 inh	HGIII-sPLA2 inh	ADAM10 inh	ssDAF-12 act	hcDAF12 agonist	PLC-gamma1 inh	hgDAF-12 ag	DAX1 inh-2	PLC-beta3 inh
Cc1ccc2[nH]c(C)c(CCNC(=O)c3cc4cc([N+](=O)[O-])ccc4oc3=O)c2c1	-0.1	0.7	1	-8	8	-1.1	0.7	6	-1.1	-1.8	2
Cn1nnnc1SCc1cc(=O)[nH]c2ccccc12	0.0	0.3	-6	0	-9	-0.9	-0.6	-2	-1.2	-0.2	0

(next part)
SMILES	DAX1 inh-1	GAA850 FXN act	ADAM17 inh	HGIII-sPLA2 inh	ADAM10 inh	ssDAF-12 act	hcDAF12 agonist	PLC-gamma1 inh	hgDAF-12 ag	DAX1 inh-2	PLC-beta3 inh
O=c1c2ccccc2c(-c2ccc(F)cc2)nn1-c1ccc(C(F)(F)F)cc1	0.2	4.3	0	5	-10	0.0	1.3	3	-0.3	0.2	4
CCC(C)Sc1cccc(-c2nc3cc(C)ccn3c2NC2CCCCC2)c1 (centres undefined)	0.1&0.6	4.1	-59&-68	17&1	-254&-196	-1.1&-0.8	-1.2&0.4	i	2.0&0.5	0.0	i
CC(C)(C#N)Nn1cnnc1	0.3	-1.1	-2	-2	4	-1.2	-1.5	3	-3.4	-1.2	2
Cc1ccc(-n2c(C)cc(/C=N/NC(=O)CC3(C)OCCO3)c2C)c(C)c1	-1.4	2.2	-8	0	-33	-0.2	-1.9	-32	2.2	-1.5	-43
O=C(CNC(=O)C1CCCCC1)NNC(=O)c1ccccc1Br	-1.5	0.5	-3	6	0	-0.2	3.5	2	-3.6	0.0	-2
COCCNC(=O)CSc1nc2c(n1-c1ccccc1)CCCC2	-0.6	-0.6	-4	3	-1	-1.0	-0.5	2	0.1	0.3	-2
CCOC(=O)N1CCN(CCCc2ccccc2)CC1	1.1	2.8	0	6	-9	-1.4	0.0	0	0.4	3.5	-7
O=C(CN1C(=O)c2ccccc2C1=O)OCCOCCN=C1NS(=O)(=O)c2ccccc21	-0.2	1.1	1	2	2	-0.8	-1.0	0	-2.7	-0.1	0
CCOC(=O)CC(N)c1ccc(OC)cc1 (centres undefined)	-0.1	-0.6	7	9	11	-0.6	-2.2	1	2.4	-0.1	6
Cc1nn(-c2ccc(C(=O)NCC(c3ccco3)N3CCCC3)cc2)c(C)c1Cl (centres undefined)	0.1	1.1	-4	-1	-6	-0.6	0.3	3	-0.4	-0.3	-4
CC(=O)Nc1ccc(S(=O)(=O)N[C@@H](C)C(=O)OCC(=O)NC2CCCC2)cc1	0.7	0.4	-1	-4	-7	-1.9	2.4	-1	0.7	0.7	-2
CCCN1C(=O)C(=O)c2cc(Cl)ccc21	-2.1	-1.9	-5	5	-29	-0.8	-0.2	0	-0.5	0.1	-1
CC(C)(COC(=O)c1ccccc1)N1CC2CCC(C1)O2	1.4	6.3	-2	10	-19	0.2	2.0	6	3.7	0.3	-2
COc1cccc(OCCn2cc(/C=N/NC(=O)c3ccncc3)c3ccccc32)c1	-1.6	0.7	2	-21	8	-1.9	-5.4	-24	-2.3	-0.5	-24
O=CN1CCN(C(C(=O)NC2CCCCC2)c2ccc(Cl)cc2)CC1 (centres undefined)	-0.7	-0.3	-7	0	-4	-1.5	0.0	0	-0.8	0.3	3
Cc1cccc(NCc2nc3ccccc3n2Cc2ccccc2)c1	-0.1	3.1	1	7	-5	-1.6	1.3	0	1.4	0.1	-2
CC(=O)Nc1ccc(Sc2ncccc2C(=O)Nc2ccc(OC(F)(F)F)cc2)cn1	1.5	-1.3	0	-4	2	-0.3	-1.0	-3	-2.1	0.8	2
COc1ccccc1N1CCN(Cc2cc3c(cc2[N+](=O)[O-])OCO3)CC1	0.0	1.2	1	1	0	-0.6	-2.9	-2	-0.9	-1.3	-7
CC(=O)N1CCC(N(CCN2CCOCC2)C(=S)Nc2cccc(C)c2)CC1	-0.1	-0.6	0	-1	-1	-1.3	-2.1	-2	2.6	1.8	1
CN(C)C(=O)c1cccc(COc2ccc(N3C(N)=NC(N)=NC3(C)C)cc2Cl)c1	-4.3	-3.0	-3	8	-11	-1.7	-1.8	1	-12	-2.1	1
Cc1ccc(NC(=S)c2nc3ccccc3[nH]2)cc1	2.6	4.7	4	14	14	1.0*	6.5*	5	14*	1.6	6
O=C(Cc1ccc(-c2ccccc2)cc1)Nc1ccccn1	0.2	3.2	-1	-1	-4	0.2	2.4	-7	10	0.4	-18
C[C@H](CO)N1C[C@H](C)[C@@H](CN(C)S(=O)(=O)c2cn(C)cn2)Oc2ccc(NC(=O)Cn3cnnn3)cc2C1=O	0.1	3.1	2	10	-5	-0.9	-1.6	0	0.9	0.7	1
CCOc1cccc(CNc2ccc(O)cc2)c1OCc1ccc(Cl)cc1Cl	-0.8	-1.3	-1	12	12	-1.3	-1.0	-58	-2.7	-0.5	-64
Cc1ccc(C(C(=O)NC(C)(C)C)N(C(=O)CCC(=O)Nc2ccccn2)c2ccccc2F)cc1 (centres undefined)	0.1	-1.7	0	6	14	-1.4	-1.5	5	-0.2	0.0	3
COC(=O)c1cc2c(ccn2-c2ccc(F)cc2)n1C(C)C	0.4	-1.1	-1	-17	6	-0.9	-1.1	-1	3.4	0.1	0
CN(Cc1ccccc1)C(=O)c1nc2ccccn2c1CN1CCCC1c1nccs1 (centres undefined)	-0.9	0.5	-2	-3	1	-1.7	-1.5	0	-0.5	-0.1	-4
O=c1[nH]c2cc(Cl)c([N+](=O)[O-])nc2[nH]1	-0.1	4.8	-1	0	11	-0.2	2.6	3	-0.8	-0.2	1
O=C1CC(C(=O)Nc2ccc(Cl)c(Cl)c2)S/C(=N\N=C\c2ccco2)N1 (centres undefined)	0.3	0.7	3	-19	1	-1.3	-0.8	3	-1.1	-1.9	-3
CCN1C(=O)[C@H]2[C@@H](c3ccc(C(F)(F)F)cc3)N[C@]3(CCCN(Cc4ccccc4)C3=O)[C@H]2C1=O	-0.6	-0.1	-1	2	-2	-1.0	0.0	3	3.1	1.4	-1
Cc1ccc(N2CN(Cc3cccnc3)CNC2=S)c(C)c1	0.3	2.2	0	8	-9	-0.2	-2.1	0	-1.8	-0.3	3
O=C(COC(=O)CC1CC2CCC1C2)Nc1ccc(Cl)c(S(=O)(=O)N2CCOCC2)c1 (centres undefined)	-2.9	0.7	-1	-13	-1	-1.0	-0.6	4	-0.7	0.1	-10
O=Cc1cccn1-c1ncc(Br)cn1	0.4	2.2	-5	3	-2	-0.8	0.3	3	-3.5	1.1	-5
CCn1cc(C(=O)N2CCCC2)c(=O)c2cc(S(=O)(=O)N(C)C)ccc21	-0.5	1.0	1	0	-8	-1.2	0.9	2	-4.2	0.0	5
